ERAP1 inh: ERAP1 (human) enzyme inhibition; recombinant ERAP1, Leu-AMC fluorescence, 60 min; Q9NZ08; AID 652197; inhibition, % at 10.7 µM; 340,000 tested, 0.15% active;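 active = mean replicate inhibition of at least 30%, or all replicates individually reaching that 30% level; inactive = mean below 30% and not every replicate reaching it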;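 note: 0% = neutral control wells and 100% = L-leucinethiol positive control wells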
Target sequence (Q9NZ08 whole entry, looked up): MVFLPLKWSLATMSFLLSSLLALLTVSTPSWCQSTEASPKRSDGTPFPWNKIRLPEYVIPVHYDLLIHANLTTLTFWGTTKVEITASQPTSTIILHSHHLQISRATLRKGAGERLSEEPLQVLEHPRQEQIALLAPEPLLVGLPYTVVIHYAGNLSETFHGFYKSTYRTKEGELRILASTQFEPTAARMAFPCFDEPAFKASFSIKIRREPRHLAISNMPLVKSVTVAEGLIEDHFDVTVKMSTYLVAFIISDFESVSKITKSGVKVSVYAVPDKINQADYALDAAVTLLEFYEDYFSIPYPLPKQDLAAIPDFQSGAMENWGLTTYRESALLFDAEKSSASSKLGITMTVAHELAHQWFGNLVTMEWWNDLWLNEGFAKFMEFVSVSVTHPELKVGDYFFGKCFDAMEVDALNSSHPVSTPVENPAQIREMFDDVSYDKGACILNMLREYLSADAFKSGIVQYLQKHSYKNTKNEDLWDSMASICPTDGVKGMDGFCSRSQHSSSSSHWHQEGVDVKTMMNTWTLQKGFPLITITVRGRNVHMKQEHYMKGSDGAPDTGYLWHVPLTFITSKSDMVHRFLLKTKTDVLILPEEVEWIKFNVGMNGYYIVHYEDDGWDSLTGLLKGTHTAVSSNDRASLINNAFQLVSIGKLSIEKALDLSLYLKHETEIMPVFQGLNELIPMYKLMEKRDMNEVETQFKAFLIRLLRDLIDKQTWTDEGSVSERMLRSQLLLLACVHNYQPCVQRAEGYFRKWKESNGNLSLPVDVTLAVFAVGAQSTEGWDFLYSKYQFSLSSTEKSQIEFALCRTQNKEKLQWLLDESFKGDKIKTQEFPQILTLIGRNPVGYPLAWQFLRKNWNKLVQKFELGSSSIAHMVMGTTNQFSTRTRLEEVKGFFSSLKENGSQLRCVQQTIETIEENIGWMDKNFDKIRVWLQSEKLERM
PAX8 reporter: lowers PAX8-driven luciferase in RMG-I cells. RMG-I TPO-luciferase reporter, SteadyGlo, 24 h. inhibition, % at 12.6 µM. 360,000 tested, 1.2% active. AID 652154;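 active = mean replicate inhibition at least 60% with every replicate also reaching 60%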;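 note: luciferase light reporting Pax8 driven TPO promoter activity; plate controls were median of neutral control wells for no effect and mitoxantrone controls for full effect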
FN deposition inh: fibronectin deposition inhibition; AH1F fibroblasts, Alexa488-fibronectin deposition fluorescence, overnight; 350,000 tested, 0.086% active; inhibition, % at 12.6 µM;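 active = mean inhibition across replicates of 30% or more, regardless of how many single replicates reach that level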;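 note: positive control wells lacked labelled fibronectin entirely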
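Test system: AH1F fibroblast monolayer depositing Alexa488-labelled fibronectin into matrix. Input: 10000 cells per well. Technique: fluorescence, ex 485 nm, em 525 nm. Buffer or medium: DMEM plus 2% serum, read in PBS. Timing: 1 h cell adhesion before compound, then overnight fibronectin incubation. Compound: single dose, pinned. Read-out basis: inhibition from reduced deposited-fibronectin fluorescence.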
EWS-Fli block: EWS/Fli transcriptional activity inhibition | inhibition, % at 12.6 µM | A673 NR0B1-luciferase reporter, viability-normalised | 350,000 tested, 0.67% active | AID 651661;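 active = mean inhibition of at least 50% after viability correction, with every replicate also passing that limit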;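 note: firefly luciferase signal divided by Alamar Blue viability fluorescence both relative to DMSO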
LGR2 antag: Drosophila LGR2 receptor signaling inhibition; 380,000 tested, 0.35% active; HEK293 LGR2, CRE-luciferase, bursicon-stimulated, 4 h; inhibition, % at 9.99 µM;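 active = drop in luminescence signal, shown as inhibition above about 50% in the replicate tests, limit read from the data, passing the limit was not always enough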;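 note: agonist challenge used bursicon conditioned medium at about half maximal strength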
PGC1a acetyl inh: modulators of PGC1a acetylation; U2OS PGC1a acetylation, AlphaScreen anti-acetyl-lysine; with virally co-expressed GCN5 acetyltransferase; inhibition, % at 15.6 µM; 350,000 tested, 0.17% active; AID 651687;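 active = every replicate shows inhibition of at least 40%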;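 note: 0% = neutral control wells and 100% = positive control wells; some results beyond the cut were filed as inactive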
S100A4 inh HTS: inhibitors of human S100A4 binding to myosin IIA peptide. inhibition, % at 10.7 µM. 360,000 tested, 0.14% active. S100A4/TAMRA-MyoIIA peptide fluorescence polarization. AID 652163;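 active = mean inhibition of at least 70% across replicates, with every replicate also reaching that level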
Target sequence (P26447 whole entry, looked up): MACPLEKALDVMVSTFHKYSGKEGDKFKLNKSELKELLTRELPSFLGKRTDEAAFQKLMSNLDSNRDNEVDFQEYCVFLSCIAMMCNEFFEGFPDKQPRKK
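Test system – S100A4 monomer (human) · Compound – single-point compound testing · Schedule – 5 min incubation before reading · Probe or stimulus – TAMRA-labelled myosin IIA heavy-chain peptide probe, 5 nM · Benchmarks – neutral control DMSO, positive control TFP · Medium – Calcium-containing HEPES buffer, pH 7.2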
PglD DTNB: blocks C. jejuni PglD acetyltransferase activity | inhibition, % at 12.5 µM | purified PglD enzyme, DTNB colorimetric CoA detection | 360,000 tested, 0.098% active; in the data active = inhibition above about 16%, passing the limit was not always enough; note: strong numbers were not always called active
* hit, by the source's call. An unsorted share of the library (roughly 2.1% active in at least one column).

Screening CCCC(=O)OCCNc1cc(Sc2nc3ccccc3[nH]2)c2nonc2c1[N+](=O)[O-] returned PAX8 reporter 85.6*, FN deposition inh 26.7, LGR2 antag -5.3, PGC1a acetyl inh 20.5 and PglD DTNB -5.9.
`COc1ccc(Cl)cc1S(=O)(=O)N1CCN=C1Cc1ccccc1` gave ERAP1 inh -3.2, PAX8 reporter -6.7, EWS-Fli block 8.7, LGR2 antag -8.6, S100A4 inh HTS -1.2 and PglD DTNB -4.6.
Screening OCc1cnc(SCc2ccccc2)n1Cc1ccccc1 returned ERAP1 inh 1.9, PAX8 reporter -3.3, EWS-Fli block 2.7, LGR2 antag -23.6, PGC1a acetyl inh -14.7, S100A4 inh HTS 1.7 and PglD DTNB -2.0.
For C[C@@H]1CCCCO[C@@H](CN(C)C(=O)CCC(F)(F)F)[C@@H](C)CN([C@@H](C)CO)C(=O)c2cc(NC(=O)Nc3ccc4c(c3)OCO4)ccc2O1 the results were ERAP1 inh -2.4, PAX8 reporter 0.7, EWS-Fli block -9.9, LGR2 antag -10.6, PGC1a acetyl inh 3.9, S100A4 inh HTS 36.7 and PglD DTNB 0.0.
Cc1noc(/C=C/Nc2ccc(F)cc2F)c1[N+](=O)[O-] was read as ERAP1 inh 3.5, PAX8 reporter -157.1, FN deposition inh 6.6, EWS-Fli block -57.5, LGR2 antag -108.4 and S100A4 inh HTS 9.3.
Screening CCOC(=O)c1nn(-c2ccc(OCC)cc2)c2nc(-c3ccco3)c(C#N)c(=O)n12 returned ERAP1 inh 0.0, PAX8 reporter 44.8, FN deposition inh -0.3, EWS-Fli block 4.1, LGR2 antag -1.7, PGC1a acetyl inh 4.4, S100A4 inh HTS 8.1 and PglD DTNB 4.4.
Cc1ccccc1NC(=O)COC(=O)CCC(=O)c1cccs1 was read as ERAP1 inh -1.5, FN deposition inh 2.8, EWS-Fli block -10.0, LGR2 antag -18.9, S100A4 inh HTS -6.7 and PglD DTNB -0.9.
Screening Cc1ccc(S(=O)(=O)N(C)C[C@H]2Oc3c(NC(=O)Nc4cccc5ccccc45)cccc3C(=O)N([C@H](C)CO)C[C@@H]2C)cc1 returned ERAP1 inh -0.2, FN deposition inh 6.4, EWS-Fli block 4.5, LGR2 antag 13.1, PGC1a acetyl inh -7.1, S100A4 inh HTS 7.0 and PglD DTNB -2.5.
`O=C(/C=C/c1cccs1)N1CCC2(CC1)Oc1ccc(F)cc1C(=O)C21CC(c2ccccc2)=NO1` (centres undefined) gave ERAP1 inh 2.5, PAX8 reporter 14.7, FN deposition inh 15.8, EWS-Fli block 3.0, LGR2 antag -39.1, S100A4 inh HTS 3.0 and PglD DTNB -0.1.
For COc1cccc(C(=O)Oc2ccc(/C=N/Nc3ccc(C(=O)O)cc3)cc2OC)c1 the results were ERAP1 inh -0.5, PAX8 reporter -72.2, FN deposition inh 5.8, EWS-Fli block -87.7, LGR2 antag 15.5, PGC1a acetyl inh 7.1, S100A4 inh HTS 1.2 and PglD DTNB 0.4.
For O=C(Nc1cc(Cl)ccc1-n1cncn1)c1ccco1 the results were ERAP1 inh -1.6, PAX8 reporter 27.3, FN deposition inh 18.4, LGR2 antag -19.7, S100A4 inh HTS 0.2 and PglD DTNB 4.8.
Screening Cc1cc(C(=O)Cn2nc(C(=O)O)c3ccccc3c2=O)c(C)n1C1CC1 returned ERAP1 inh 4.0, PAX8 reporter -19.0, FN deposition inh 2.5, EWS-Fli block -37.5, LGR2 antag -41.6, PGC1a acetyl inh 3.4 and S100A4 inh HTS -20.6.
CCc1nc2c(OCc3ccc(C(F)(F)F)cc3)cccn2c1N(C)C(=O)CC(C)C was read as ERAP1 inh 0.3, PAX8 reporter 30.7, FN deposition inh 2.9, EWS-Fli block 8.8, LGR2 antag 2.1, PGC1a acetyl inh 6.3, S100A4 inh HTS -1.3 and PglD DTNB 1.0.
Screening O=C(C[C@H]1CC[C@H]2[C@@H](COC[C@@H](O)CN2Cc2ccc(F)cc2)O1)NCCc1ccccc1 returned ERAP1 inh 0.9, PAX8 reporter 19.0, FN deposition inh 5.6, EWS-Fli block -11.6, LGR2 antag -11.3, PGC1a acetyl inh 0.1, S100A4 inh HTS 9.7 and PglD DTNB -2.8.
Screening CC(=O)c1cnc(Oc2cc(Cl)ccc2Cl)nc1C returned ERAP1 inh -5.0, PAX8 reporter 16.6, FN deposition inh 20.5, EWS-Fli block -2.1, LGR2 antag -17.2, PGC1a acetyl inh 4.1, S100A4 inh HTS -3.2 and PglD DTNB 0.9.
`CC(=O)c1ccc(NC(=O)CSc2ccc3nnc(-c4cccnc4)n3n2)cc1` gave ERAP1 inh 3.3, PAX8 reporter 14.2, FN deposition inh -9.4, EWS-Fli block 3.1, LGR2 antag 2.5 and S100A4 inh HTS 7.8.
For O=C(NCCCN1CCOCC1)c1ccc(NS(=O)(=O)c2ccccc2)cc1 the results were ERAP1 inh 0.1, PAX8 reporter -8.3, FN deposition inh 6.9, LGR2 antag 8.3, S100A4 inh HTS -4.2 and PglD DTNB 3.1.
O=C(Nc1ccccc1)/C(=C/c1ccc(F)cc1)NC(=O)c1ccco1 was read as ERAP1 inh -2.5, PAX8 reporter 4.2, FN deposition inh 0.0, EWS-Fli block 3.5, LGR2 antag 22.4, PGC1a acetyl inh 2.4, S100A4 inh HTS -0.9 and PglD DTNB -0.9.
Screening O=C(NCc1ccc(F)c(F)c1)c1cccc2c(-c3cccnc3)coc12 returned ERAP1 inh 4.3, PAX8 reporter 1.4, FN deposition inh 9.8, EWS-Fli block 7.3, LGR2 antag -24.1, PGC1a acetyl inh 0.4, S100A4 inh HTS -5.2 and PglD DTNB 2.6.
CCC(C)n1c(-c2cccc(S(=O)(=O)N3CCOCC3)c2)n[nH]c1=S (centres undefined) was read as ERAP1 inh -2.8, PAX8 reporter -10.9, FN deposition inh 3.0, EWS-Fli block 2.8, LGR2 antag -0.3, PGC1a acetyl inh 8.8, S100A4 inh HTS 1.9 and PglD DTNB 5.7.
For C=CCC[C@H](Cc1ccc(F)cc1)C(=O)OC[C@@H](NC(=O)[C@H](CC=C)CC(=O)NCCO)c1ccccc1 the results were ERAP1 inh -0.4, PAX8 reporter 16.3, FN deposition inh -0.9, EWS-Fli block 6.2, LGR2 antag 13.9, PGC1a acetyl inh -3.6, S100A4 inh HTS -4.0 and PglD DTNB -5.6.
Cc1ccc2nc(-c3ccccc3)c(Cc3cccc(F)c3)n2c1 was read as ERAP1 inh -0.9, PAX8 reporter -4.0, FN deposition inh 6.8, EWS-Fli block -47.0, LGR2 antag -33.4 and S100A4 inh HTS -0.8.
NS(=O)(=O)c1ccc(NC(=S)NC(=O)C2CCCCC2)cc1 was read as ERAP1 inh -1.7, PAX8 reporter -18.3, FN deposition inh -2.7, EWS-Fli block 11.8, LGR2 antag 5.4, PGC1a acetyl inh -1.9, S100A4 inh HTS -4.9 and PglD DTNB -1.9.
For O=C(NCCN1CCCC1)c1ccc2c(c1)N(Cc1ccc(F)cc1)C(=O)c1ccccc1S2=O (centres undefined) the results were ERAP1 inh 2.7, PAX8 reporter 3.0, FN deposition inh -1.1, EWS-Fli block 3.5, LGR2 antag 15.8, PGC1a acetyl inh -0.5, S100A4 inh HTS -3.1 and PglD DTNB -1.3.
`CCN(CC)c1ccc(NC(=O)CCN2C(=O)c3ccccc3S2(=O)=O)c(C)c1` gave ERAP1 inh -2.2, PAX8 reporter 7.9, FN deposition inh -9.8, EWS-Fli block 2.5, LGR2 antag -3.9, S100A4 inh HTS -1.0 and PglD DTNB 2.2.
`CCCNC(=O)N1[C@@H](CO)[C@H](c2ccccc2)[C@@H]1CNC(=O)c1ccc(F)cc1` gave PAX8 reporter 4.3, FN deposition inh -5.2, EWS-Fli block 5.8, LGR2 antag 10.6, PGC1a acetyl inh 8.0 and PglD DTNB -0.3.
`Cc1noc(C)c1S(=O)(=O)Nc1ccc2c(c1)C(=O)N([C@@H](C)CO)C[C@H](C)[C@H](CN(C)C(=O)C1CCCCC1)OCCCC[C@H](C)O2` gave ERAP1 inh -1.8, PAX8 reporter -9.2, EWS-Fli block -0.5, LGR2 antag -3.0, PGC1a acetyl inh 3.4, S100A4 inh HTS 0.7 and PglD DTNB -1.9.
Screening COc1ccccc1C(=O)N1C[C@@H]2[C@H](c3ccccc31)[C@H](CO)N2CC1CCCC1 returned ERAP1 inh -1.6, PAX8 reporter 24.2, FN deposition inh 3.4, EWS-Fli block 13.3, LGR2 antag 16.2, PGC1a acetyl inh -10.1, S100A4 inh HTS -25.0 and PglD DTNB 5.8.
For O=C(CNS(=O)(=O)c1ccc(Br)cc1)NC1CCCC1 the results were ERAP1 inh 1.5, FN deposition inh -0.2, LGR2 antag -2.2, PGC1a acetyl inh -1.3, S100A4 inh HTS -2.7 and PglD DTNB -0.8.
CC(C)(C)NC(=O)CN1C(=O)c2cccc3cccc1c23 was read as ERAP1 inh 18.0, PAX8 reporter -7.7, FN deposition inh -2.1, EWS-Fli block -0.4, LGR2 antag 10.5, S100A4 inh HTS -0.6 and PglD DTNB 3.3.
CCN(CC)CCCNC(=O)Cn1cnc2ccc(S(=O)(=O)N3CCC(C)CC3)cc2c1=O was read as ERAP1 inh -0.5, PAX8 reporter 12.8, FN deposition inh -5.0, EWS-Fli block -2.5, LGR2 antag 1.6 and S100A4 inh HTS -12.0.
`O=C(O)Cn1c(=O)c2c3c(sc2n(Cc2ccc(F)cc2)c1=O)CCCC3` gave ERAP1 inh 2.4, PAX8 reporter 14.6, FN deposition inh 5.7, EWS-Fli block -3.2, LGR2 antag -9.2, PGC1a acetyl inh 3.9, S100A4 inh HTS 0.5 and PglD DTNB 4.8.
`CN(C(=O)c1cccc(NC(=O)Cc2cccc(NC(=O)C3CCN(C(=O)C4CCCCC4)CC3)c2)c1)C1CC1` gave ERAP1 inh 1.2, PAX8 reporter 14.4, FN deposition inh 5.5, EWS-Fli block -1.2, LGR2 antag -3.3, S100A4 inh HTS -0.2 and PglD DTNB 1.5.
O=C(CCC1CCCN(C(=O)c2cc(C3CC3)[nH]n2)C1)N1CCN(c2ccccn2)CC1 (centres undefined) was read as ERAP1 inh 0.2, PAX8 reporter 7.9, FN deposition inh 9.7, EWS-Fli block 7.4, LGR2 antag -5.4, PGC1a acetyl inh 97.8* and S100A4 inh HTS -3.9.
Screening Cn1c(=O)c2cc(NC(=O)Cc3ccccc3F)ccc2n1Cc1ccc(Cl)cc1 returned ERAP1 inh -1.9, PAX8 reporter 3.1, FN deposition inh -5.9, EWS-Fli block -16.8, LGR2 antag -6.7, PGC1a acetyl inh 0.6, S100A4 inh HTS 1.1 and PglD DTNB -3.8.

Random excerpt: three compounds from above.
For C[C@@H]1CCCCO[C@@H](CN(C)C(=O)CCC(F)(F)F)[C@@H](C)CN([C@@H](C)CO)C(=O)c2cc(NC(=O)Nc3ccc4c(c3)OCO4)ccc2O1 the results were ERAP1 inh -2.4, PAX8 reporter 0.7, EWS-Fli block -9.9, LGR2 antag -10.6, PGC1a acetyl inh 3.9, S100A4 inh HTS 36.7 and PglD DTNB 0.0.
Cc1ccccc1NC(=O)COC(=O)CCC(=O)c1cccs1 was read as ERAP1 inh -1.5, FN deposition inh 2.8, EWS-Fli block -10.0, LGR2 antag -18.9, S100A4 inh HTS -6.7 and PglD DTNB -0.9.
For O=C(Nc1cc(Cl)ccc1-n1cncn1)c1ccco1 the results were ERAP1 inh -1.6, PAX8 reporter 27.3, FN deposition inh 18.4, LGR2 antag -19.7, S100A4 inh HTS 0.2 and PglD DTNB 4.8.

Screens (PubChem BioAssay)
